Source: PubChem (National Center for Advancing Translational Sciences (NCATS))
KB-V1 cytotox: kills drug-selected multidrug resistant KB-V1 cells; 400,000 compounds, 3.4% hits; KB-V1 MDR cells viability, CellTiter-Glo, 72 h; Potency, µM (top dose mostly 46.1 µM), for the others: at the top dose activity change, negative = cytotoxicity, actives largely listed as cytotoxic; note: potency is the fitted concentration of half-maximal effect; % is set by controls: 0 for no effect and ±100 for the full control effect; nearly all actives have a fitted effect of over 60% in size
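Readout: CellTiter-Glo luminescence, 10 min after addition. Cells: KB-V1 MDR subline, 72 h at 37 degrees C with compound. Analysis: corrected, normalized data fitted to concentration-effect curves.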
aSyn rescue: rescues yeast growth from alpha-synuclein toxicity | Yeast expressing alpha-synuclein, growth rescue, BacTiter-Glo, 24 h | Potency, µM (highest dose often 46.1 µM), inactives show top-dose growth rescue (activation), most hits filed as activators | 370,000 compounds, 0.14% hits; note: potency is the fitted concentration of half-maximal effect; % of control where 0% means no effect; nearly all actives have a fitted effect of over 65% in size
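Rescue of yeast growth: cells expressing toxic alpha-synuclein, induced in galactose at OD600 0.02, incubated with compound 24 h at 30 C. ATP luminescence quantified growth; inhibitors of toxicity appear as activators.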
DRD3 agonist: activates the human D3 dopamine receptor | 410,000 compounds, 0.58% hits | max activation, % | P35462 | D3R DiscoveRx beta-arrestin cells, luminescence, 90 min; in the data active = max activation above about 30%; note: 0% is about no effect; mostly tested at two doses, the higher about 12 µM
Target sequence (P35462 whole entry, looked up): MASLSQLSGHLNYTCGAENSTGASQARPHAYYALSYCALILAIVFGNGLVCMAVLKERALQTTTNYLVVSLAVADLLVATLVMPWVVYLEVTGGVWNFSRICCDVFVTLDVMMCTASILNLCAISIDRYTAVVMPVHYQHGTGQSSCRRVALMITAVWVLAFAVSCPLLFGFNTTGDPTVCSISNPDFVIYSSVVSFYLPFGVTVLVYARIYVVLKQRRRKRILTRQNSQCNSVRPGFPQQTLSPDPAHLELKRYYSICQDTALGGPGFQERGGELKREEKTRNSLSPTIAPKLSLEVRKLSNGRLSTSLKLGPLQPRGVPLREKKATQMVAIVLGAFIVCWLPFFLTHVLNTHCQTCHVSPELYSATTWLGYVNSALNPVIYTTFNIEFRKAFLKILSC
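Agonist mode: compounds and dopamine controls were applied to plated cells for 90 min at 37 degrees C after an overnight attachment at 1500 cells/well. Luminescent read-out followed 30 - 60 minutes at room temperature with DiscoveRx detection reagent.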
TDP43 rescue: inhibitors of TDP-43 toxicity in yeast | 410,000 compounds, 1.8% hits | Potency, µM (titrated, usually from 46.1 µM), without a hit: top-dose growth rescue (activation), actives largely listed as activators | TDP-43 expressing yeast growth rescue, BacTiter-Glo, 24 h; note: potency is the fitted concentration of half-maximal effect; % of control where 0% means no effect; nearly all actives have a fitted effect of over 50% in size
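Cell-based yeast growth screen: TDP-43 expression induced in galactose, inoculum OD600=0.02 after raffinose pregrowth to mid-log. Read-out BacTiter-Glo luminescence at 24 hr, 30 deg C; inhibition of toxicity seen as signal increase.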
D3 antag: blocks the human D3 dopamine receptor. P35462. D3R cells, DiscoveRx beta-arrestin luminescence, antagonist mode; hits give low values. max response, negative = inhibition, %. 360,000 compounds, 2.5% hits; in the data active = max response below about -50%; inconclusive = no clear call, values can overlap the other calls; note: % is set by controls: 0 for no effect and ±100 for the full control effect; mostly tested at two doses, the higher about 12 µM
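Cells plated overnight at 1500 cells/well, then exposed to library compounds with dopamine controls for 90 minutes at 37 degrees C. DiscoveRx reagent added for 30–60 minutes at room temperature; luminescence read, quantitative HTS format.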
HEK293 tox: cytotoxicity counter-screen for GLP-1 receptor inverse agonists. HEK293 cAMP-luciferase reporter cells, luminescence, 24 h. Potency, µM (highest dose often 38.3 µM), for the others: top-dose activity change, negative = inhibition, hits mostly inhibitors. 410,000 compounds, 0.13% hits;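 note: loss of luciferase light is scored as toxicity; potency is the fitted concentration of half-maximal effect; % is set by controls: 0 for no effect and ±100 for the full control effect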
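MLSMR compounds, 24 hr on cells at 37 deg C/5% CO2; luminescence after luciferase reagent (12 min RT). Inhibition counted as the undesired cytotoxic outcome.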
GLP1R ag: agonists of human GLP-1 receptor | 380,000 compounds, 0.007% hits | AID 624172 | Potency, µM (doses to about 45.6 µM), without a hit: top-dose activation, usual class: activators | HEK293 GLP-1R CRE-luciferase, luminescence, 4-6 h; cells express a hypersensitive GLP-1R form | P43220; note: potency is the fitted concentration of half-maximal effect; % of control where 0% means no effect
Target sequence (P43220 whole entry, looked up): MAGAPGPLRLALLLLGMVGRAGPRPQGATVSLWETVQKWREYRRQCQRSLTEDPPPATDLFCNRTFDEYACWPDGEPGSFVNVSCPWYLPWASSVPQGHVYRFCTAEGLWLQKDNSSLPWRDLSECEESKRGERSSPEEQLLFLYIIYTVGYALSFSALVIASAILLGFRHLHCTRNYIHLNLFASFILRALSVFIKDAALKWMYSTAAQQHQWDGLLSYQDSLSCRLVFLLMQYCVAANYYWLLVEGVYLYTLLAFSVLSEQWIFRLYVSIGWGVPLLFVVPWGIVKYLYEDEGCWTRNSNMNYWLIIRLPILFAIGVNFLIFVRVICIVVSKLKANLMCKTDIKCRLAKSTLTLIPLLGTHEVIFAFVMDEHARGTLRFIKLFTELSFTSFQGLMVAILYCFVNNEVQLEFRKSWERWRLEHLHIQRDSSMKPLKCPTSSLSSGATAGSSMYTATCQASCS
GLP1R inv ag: inverse agonists of human GLP-1 receptor; P43220; HEK293 GLP-1R CRE-luciferase, luminescence, 24 h; GLP-1R form is constitutively active; Potency, µM (highest dose often 38.3 µM), inactives show at the top dose activity change, negative = inhibition, actives largely listed as inhibitors; 410,000 compounds, 1.6% hits; note: potency is the fitted concentration of half-maximal effect; % is set by controls: 0 for no effect and ±100 for the full control effect; nearly all actives have a fitted effect of over 55% in size
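Luminescence readout: a drop in cAMP-driven luciferase signal flags inverse agonism at a constitutively active GLP-1R stably expressed in HEK293. Compound exposure lasted 24 hr at 37 deg C, 5% CO2.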
PTHR1 agonist: activates the human parathyroid hormone receptor PTHR1; Q03431; HEK293 GP2 PTHR1 cells, GloSensor cAMP luminescence, 1 h; Potency, µM (titrated, usually from 115 µM), for inactives: at the highest dose activation, most hits filed as activators; 410,000 compounds, 0.075% hits; AID 743266; note: potency is the fitted concentration of half-maximal effect; nearly all actives have a fitted effect of over 55% in size; some results filed as inactive show a strong effect at the top dose; inactives centre near -15; many of its hits are not listed in these tables
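HEK-293-derived GP2 cells expressing PTHR1 and a GloSensor cAMP reporter, 3,000/well, plated overnight, given luciferin plus IBMX (each 0.5 mM as added) for 1 h at 37 °C, then compound for 1 h at 37 °C. Luminescence was read after 15 min at room temperature.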
Starred values were filed as active, the others as inactive; i = inactive; u = inconclusive; x = no result given; [ ] = remark or other dose. Unless noted, calls come from the whole dose curve; as a rule, active = well fitted curve in the direction sought with a large enough effect; inconclusive = small, poorly fitted or top-dose-only effect, or another doubt; inactive = no such curve, though single readings can be large; an effect the other way counts as inactive or inconclusive.

SMILES	KB-V1 cytotox	aSyn rescue	DRD3 agonist	TDP43 rescue	D3 antag	HEK293 tox	GLP1R ag	GLP1R inv ag	PTHR1 agonist
Cc1c(Cl)cccc1NC(=O)NCCOCCn1c(=O)oc2ccccc21	7.7%	x	-11.6	3.8%	x	-7.6%	x	-21.9%	i
Cc1ccc(NC(=O)C2=CC=CN3CCS(=O)(=O)N=C23)cc1	u	2.8%	1.5	17.8%	9.0	3.9%	-4.4%	20.4%	-50.4%[inhibitor]
Cc1ccc(C(=O)CC(=O)COc2ccc(Cl)cc2C)cc1	u	5.6%	3.7	-17.5%	-18.1	u	0.5%	-25.1%	-18.2%
CCOc1cc(/C=N/NC(=O)c2cccc(S(=O)(=O)N3CCCC3)c2)ccc1OCC(=O)N(C)C	-5.6%	-3.3%	-17.1	-24.0%	0.0	8.0%	12.3%	0.5%	1.4%
Fc1ccc(-c2csc(NC(=S)Nc3ccccc3)n2)cc1	-1.1%	-16.3%	-4.8	11.9%	-24.8	u	9.8%	1.3%	-3.5%
COc1cccc(C2C(C(=O)c3cccs3)=C(O)C(=O)N2CCN(C)C)c1OC (stereo unspecified)	-1.3%	-5.3%	-3.2	-11.7%	3.9	-29.0%	-7.9%	1.9%	i
O=C(/C=C/c1ccccc1Cl)N1CCC(c2nc3ccccc3o2)CC1	x	x	11.8	u	x	0.8%	x	4.8%	-24.1%
Cc1cc(C)c(-n2c(SCc3nc4ccccc4s3)n[nH]c2=O)c(C)c1	u	-8.8%	11.2	1.6%	18.2	-13.9%	4.8%	u	-19.5%
O=c1[nH]n(-c2ccccc2)c(=O)cc1Cl	-6.1%	1.8%	-0.3	-12.3%	-5.6	-1.9%	0.5%	-1.4%	i
CCc1nc(SCC(=O)N2CCc3ccccc32)c2oc3ccccc3c2n1	24.3%	2.3%	-3.6	8.5%	8.8	0.3%	-4.6%	2.7%	i
CCOC(=O)c1ccc(NC(=O)Nc2c(C)n(C)n(-c3ccccc3)c2=O)cc1	0.0%	0.0%	-6.6	15.0%	0.6	-2.3%	-7.9%	-8.0%	i
CCCN1C(=O)C(O)(CC(=O)c2cccc(OC)c2)c2ccccc21 (stereo unspecified)	12.7%	11.1%	0.1	-9.7%	43.8	5.2%	-10.6%	-13.1%	i
COC(=O)c1ccc(CSc2nc3c([nH]c4ccccc43)c(=O)n2-c2cccc(Cl)c2)o1	-9.7%	3.2%	2.6	11.0%	x	1.2%	21.1%	7.5%	i
Cc1ccc(NC(=O)C(Cc2ccccc2)NC(=O)OCc2ccccc2)cc1C (stereo unspecified)	5.8µM*	-4.1%	2.8	10.6%	3.9	9.1%	3.9%	u	i
CCOC(=O)c1cc(C)[nH]c1C	-11.9%	-1.8%	-11.5	2.8%	-1.7	3.5%	5.4%	2.4%	i
CN1CCN(c2ccc(NC(=O)N3CCc4ccccc43)cc2)CC1	-25.7%	-7.8%	-19.6	-18.3%	u	-23.9%	-1.9%	u	-85.0%[inhibitor]
COc1ccc(CC(=O)Nc2ccc3c(C)cc(=O)oc3c2)cc1OC	14.0%	-8.0%	-20.7	12.1%	12.5	7.5%	0.8%	45.0%[activator]	i
COc1cccc(N2CCN(CC(=O)Nc3ccccc3C(=O)NCCc3ccccc3)CC2)c1	-3.0%	-2.3%	33.8*	24.2%	26.9	-35.5%	15.0%	u	-55.6%[inhibitor]
O=C(CSc1nnc(-c2cccnc2)n1-c1ccccc1)NCc1ccc2c(c1)OCO2	1.4%	-0.5%	-0.5	9.6%	9.3	0.5%	-2.3%	-23.9%	-25.3%[57.5 µM]
COC(=O)CSc1ccnc2cc(Cl)ccc12	27.9%	13.8%	6.8	-4.9%	11.6	7.2%	6.3%	2.6%	-21.0%
CCCOn1c(-n2nc(C)cc2C)nc2ccccc2c1=O	u	-8.0%	0.2	13.2%	13.3	-25.4%	9.2%	5.3%	i
Nc1nc(SCC(=O)N2CCCC2)[nH]c(=O)c1NC(=O)c1ccco1	15.0%	3.4%	0.6	12.2%	8.1	-5.0%	-4.8%	-10.2%	-14.1%
O=C1CN(C(=O)CCN2CCOCC2)C(c2ccccc2)c2cc(Br)ccc2N1 (stereo unspecified)	3.7%	-4.1%	-6.5	0.9%	u	-11.9%	-7.8%	u	i
C/C(=N\OC(=O)c1ccc(Cl)cc1)c1sc(-c2ccccc2)nc1C	-14.0%	-0.5%	2.3	-12.9%	0.0	10.1%	2.7%	-1.2%	i
NC1=NC(c2cn(-c3ccccc3)nc2-c2cccs2)n2c(nc3ccccc32)N1 (stereo unspecified)	20.4%	-6.5%	5.1	-23.0%	22.4	-12.1%	-8.2%	-26.2%	i
CCn1c(=O)n(CC)c2cc(S(=O)(=O)N3CCCCC3)c(C)cc21	u	3.5%	31.4*	-12.7%	20.7	-5.7%	10.5%	33.0%	-5.4%[57.5 µM]
CC(C)COc1cccc(C(=O)Nc2cc(S(=O)(=O)N3CCOCC3)ccc2N2CCCC2)c1	18.4µM*	-2.0%	-3.1	3.9%	0.0	-12.4%	-27.9%	u	-38.4%[inhibitor]
NS(=O)(=O)c1ccc(CCNC(=O)c2cnccn2)cc1	22.3%	0.3%	-8.0	-18.6%	10.0	22.9%	6.5%	17.7%	i
CCCCOc1ccc(CNC(=O)NS(=O)(=O)c2ccc(OCC)cc2)cc1	15.4%	-1.3%	0.9	4.5%	29.0	-4.7%	-3.9%	2.3%	i
COc1ccc(-c2noc(N3CCN(c4cccc(C)c4C)CC3)n2)cc1OC	u	x	22.1	0.0%	x	10.3%	x	-24.3%	-3.0%
CCCNC(=O)NCCC12CC3CC(CC(C3)C1)C2	-14.9%	1.3%	-7.8	0.0%	0.9	9.8%	13.6%	u	-3.1%
CCN1CCN(c2ccc(NC(=O)c3ccc([N+](=O)[O-])o3)cc2Cl)CC1	u	-13.3%	-14.3	-18.6%	-72.0*	5.62µM*	-2.9%	6.0%	-16.8%
COc1ccc(C)cc1NC(=O)COC(=O)c1ccc2ccccc2n1	u	0.9%	6.9	17.8%	12.7	-4.5%	-2.2%	-1.0%	-21.0%
CCCN(Cc1ccccc1)C(=S)Nc1cccc(C(F)(F)F)c1	-2.9%	0.7%	-3.9	u	-2.7	-24.2%	10.2%	u	-1.8%
CC(c1ccccc1)N(NC(=O)C(O)(c1ccccc1)c1ccccc1)C(=O)c1ccccc1 (stereo unspecified)	u	-3.7%	-11.8	8.1%	-10.7	2.2%[1.53 µM]	-10.4%	-19.7%	i
CC(C)c1nnc(SCC(=O)Nc2ccc3c(c2)OCO3)n1C	3.1%	5.9%	-3.0	5.0%	-6.6	-13.7%	-8.4%	4.6%	i

Profiles, looked up by structure:
Profile of NC1=NC(c2cn(-c3ccccc3)nc2-c2cccs2)n2c(nc3ccccc32)N1 (stereo unspecified) → KB-V1 cytotox = 20.4%; aSyn rescue = -6.5%; DRD3 agonist = 5.1; TDP43 rescue = -23.0%; D3 antag = 22.4; HEK293 tox = -12.1%; GLP1R ag = -8.2%; GLP1R inv ag = -26.2%; PTHR1 agonist = i
Profile of CCn1c(=O)n(CC)c2cc(S(=O)(=O)N3CCCCC3)c(C)cc21 → KB-V1 cytotox = u; aSyn rescue = 3.5%; DRD3 agonist = 31.4*; TDP43 rescue = -12.7%; D3 antag = 20.7; HEK293 tox = -5.7%; GLP1R ag = 10.5%; GLP1R inv ag = 33.0%; PTHR1 agonist = -5.4%[57.5 µM]
Profile of CC(C)c1nnc(SCC(=O)Nc2ccc3c(c2)OCO3)n1C → KB-V1 cytotox = 3.1%; aSyn rescue = 5.9%; DRD3 agonist = -3.0; TDP43 rescue = 5.0%; D3 antag = -6.6; HEK293 tox = -13.7%; GLP1R ag = -8.4%; GLP1R inv ag = 4.6%; PTHR1 agonist = i

Continuation:
SMILES	KB-V1 cytotox	aSyn rescue	DRD3 agonist	TDP43 rescue	D3 antag	HEK293 tox	GLP1R ag	GLP1R inv ag	PTHR1 agonist
CN(CC(=O)NCc1ccccc1Cl)CC(=O)Nc1ccccc1Br	0.5%	13.5%	-1.0	29.9%	-2.9	-1.9%	11.2%	-12.0%	i
O=C(Nc1ccc(Cl)cc1)N1CCC(c2nc(-c3cccs3)no2)CC1	-8.9%	11.4%	-14.5	u	-23.3	-26.6%	-3.4%	0.0%	-93.4%[inhibitor]
O=C(CSc1nnnn1-c1ccc2c(c1)CCC2)NCc1cccs1	-22.5%	15.4%	1.7	-17.2%	-5.3	-14.0%	16.1%	u	i
COc1cnn(-c2cccc(C(F)(F)F)c2)c(=O)c1Cl	3.9%	-7.1%	4.7	u	10.7	2.7%	13.4%	9.7%	i
Nc1nnc(SCC(=O)NNC(=O)c2ccc([N+](=O)[O-])cc2)s1	u	1.5%	-3.1	9.2%	-0.2	-17.0%	-1.6%	3.1%	i
CCOC(=O)C1=CN(Cc2cccc(F)c2)S(=O)(=O)NC1c1cccc(OC)c1 (stereo unspecified)	-0.1%	0.7%	-2.7	-3.0%	-17.0	-0.6%	-2.0%	-29.0%	-21.2%
O=C(Cc1ccccc1)Nc1nccs1	20.2%	0.6%	-2.3	14.1%	-2.0	-6.6%	-7.3%	20.6%	i
C#CC(CC)(CC)NC(=O)c1ccc(Br)s1	12.6%	11.6%	-5.1	x	2.0	-3.4%	-3.1%	u	i
Cc1csc(Nc2ccccc2)n1	1.4%	-8.0%	5.2	-10.4%	-9.0	10.4%	7.8%	15.7%	-17.1%
O=C(CCCN1C(=O)/C(=C\c2cccs2)SC1=S)Nc1ccc(O)cc1C(=O)O	-6.7%	12.2%	-1.6	11.9%	-7.1	u	-8.3%	18.4%	i
COC(=O)CSc1nnc(CNc2ccc(Cl)cc2)n1-c1ccccc1	4.6%	26.4%	1.8	4.9%	29.7	-1.1%	-1.0%	u	-95.3%[inhibitor]

A portion of the library; rates above refer to the full screens.
